Shn3 3UTR inh: inhibitors of Schnurri-3 3'UTR reporter in osteoblasts | 360,000 compounds, 0.52% hits | inhibition, % at 12.5 µM | Clone20 osteoblast Shn3 3'UTR firefly luciferase, 24 h;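 active = mean inhibition of at least 75% with every replicate also reaching 75%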;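 also: 0% = median of neutral control wells and 100% = pilot-screen positive control compound; some compounds past the cut are filed as inactive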
HTR2A ag: activates the mouse 5-HT2A serotonin receptor. P35363. activation, % at 7.6 µM. AID 624169. CHO-K1 mHTR2A beta-arrestin complementation, luminescence; percent of 30 µM serotonin response. 360,000 compounds, 0.66% hits;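 active = activation above a run cutoff, the mean activation of all tested compounds plus 3 SD, cut at about 14% in these data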;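 also: 0% = plate median of compound wells and 100% = 30 µM serotonin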
Target sequence (P35363 whole entry, looked up): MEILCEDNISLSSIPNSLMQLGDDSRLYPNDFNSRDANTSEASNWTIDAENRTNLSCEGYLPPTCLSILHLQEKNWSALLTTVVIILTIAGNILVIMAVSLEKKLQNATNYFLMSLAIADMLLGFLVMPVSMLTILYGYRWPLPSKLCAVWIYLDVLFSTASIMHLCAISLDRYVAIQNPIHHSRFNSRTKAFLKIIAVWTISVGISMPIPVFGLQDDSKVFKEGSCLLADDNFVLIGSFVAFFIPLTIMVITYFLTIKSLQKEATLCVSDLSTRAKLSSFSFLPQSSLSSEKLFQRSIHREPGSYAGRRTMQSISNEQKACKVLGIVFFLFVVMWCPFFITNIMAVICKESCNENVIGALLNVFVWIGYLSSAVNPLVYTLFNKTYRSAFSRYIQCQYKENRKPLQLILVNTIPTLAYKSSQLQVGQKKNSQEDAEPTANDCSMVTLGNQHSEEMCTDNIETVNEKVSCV
TRPM1 prom inh: reduces MITF-dependent TRPM1 promoter luciferase signal | SK-MEL-5 TRPM1 promoter luciferase, 24 h | inhibition, % at 12.5 µM | 330,000 compounds, 0.83% hits;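 active = mean inhibition across replicates of 60% or more, whatever share of single replicates reaches that level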; also: values of inactives mirror those of a sister screen read the other way
PDI inh: inhibitors of human protein disulfide isomerase. P07237. PDI insulin aggregation turbidity, A650, 90 min. AID 588391. 350,000 compounds, 0.052% hits. inhibition, % at 10 µM;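 active = mean inhibition across replicates of 30% or more, whatever share of single replicates reach that level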;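 also: absorbance from insulin aggregation driven by PDI reduction with DTT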
H9c2 protect: protects H9c2 cardiomyocytes from peroxide injury. protection from H2O2 cell death, % at 20 µM. H2O2 injury protection, ATPLite, 2 h. AID 588492. 360,000 compounds, 0.63% hits;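 active = compounds giving at least 50% protection of heart cells from peroxide-induced death in the single-dose screen, raw or plate-pattern-corrected value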;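 also: 0% = DMSO wells with peroxide and 100% = DMSO wells without peroxide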
Peg3 prom inh: reduces Peg3 promoter-driven luciferase expression in HeLa | HeLa PEG-Prom luciferase reporter, luminescence, overnight | inhibition, % at 20 µM | 360,000 compounds, 1.7% hits;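 active = inhibition of at least 50% at 20 µM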
NR2E3 ag-1: activates human NR2E3 receptor. CHO-S Gal4-NCOR/VP16-NR2E3 two-hybrid, luciferase. inhibition of corepressor binding, % at 3.98 µM. 360,000 compounds, 0.35% hits. AID 602229;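 active = inhibition above the mean of all tested compounds plus 3 SD, cut at about 70% in these data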;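 also: 0% = DMSO with NR2E3 transfected cells and 100% = cells lacking NR2E3 construct; higher means lower luciferase signal from less NR2E3 corepressor binding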
Target sequence (Q9Y5X4 whole entry, looked up, the tested form may be a part): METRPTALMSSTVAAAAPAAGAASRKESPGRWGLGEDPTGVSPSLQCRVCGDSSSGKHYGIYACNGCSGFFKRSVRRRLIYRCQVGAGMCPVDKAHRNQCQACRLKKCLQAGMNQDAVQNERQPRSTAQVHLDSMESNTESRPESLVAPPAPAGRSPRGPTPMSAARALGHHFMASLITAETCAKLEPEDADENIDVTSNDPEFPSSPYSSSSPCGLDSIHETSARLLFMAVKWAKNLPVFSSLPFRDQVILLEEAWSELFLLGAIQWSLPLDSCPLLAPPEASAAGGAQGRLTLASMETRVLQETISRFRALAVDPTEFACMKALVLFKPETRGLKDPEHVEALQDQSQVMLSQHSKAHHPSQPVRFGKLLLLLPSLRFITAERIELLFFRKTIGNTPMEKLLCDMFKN
iPSC survival up: enhancers of human iPSC single-cell survival | hiPSC single-cell survival, ATPlite luminescence; 100% = ROCK inhibitor wells, 0% = DMSO | survival enhancement, % at 20 µM | 360,000 compounds, 0.044% hits | AID 602274; in the data active = survival enhancement above about 18%;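 also: cells exposed to compounds for 16 hours before the ATP read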
HIF-2a inh: blocks HIF-2a reporter activity; 786-0 RCC cells HIF-2a reporter, luciferase luminescence, overnight; 360,000 compounds, 0.72% hits; inhibition, % at 18.8 µM;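 active = inhibition of the luminescence signal of 40% or more relative to plate controls, in a single-dose primary screen at 18.75 µM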
NR2E3 ag-2: NR2E3 (human) agonism; Q9Y5X4; GST-NR2E3/biotin-RetCOR TR-FRET, 1536-well; inhibition of corepressor binding, % at 4.78 µM; 320,000 compounds, 0.12% hits; AID 2300;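 active = percent inhibition above the cutoff of mean plus 3 SD of all tested compounds, set per screening campaign, cut at about 20% in these data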;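 also: 0% = DMSO wells and 100% = biotin wells as full block of FRET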
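Material: NR2E3–RetCOR corepressor complex / Incubation: Compound–protein incubation for 5 h at 4 °C / Dosing: compound at 4.8 µM, single dose / Detection: time-resolved FRET / Benchmarks: high control biotin, low control 0.6% DMSO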
CaV13 FRET inh: Primary screen for inhibitors of IQ motif and Ca2+-dependent inactivation inhibitor domain binding in CACNA1D, Förster resonance energy transfer in living cells, … | HEK cells, CFP/YFP FRET ICDI-IQ, plate reader, 10 min; percent FRET-ratio fall versus neutral wells | inhibition, % at 12.3 µM | 340,000 compounds, 0.098% hits;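 active = mean replicate inhibition of at least 30% and at least 1% of replicates passing that level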;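 also: 0% = median of the neutral control wells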
Active calls of the source: *; . = no result given. An unsorted share of the library; overall some 3.9% were active at least once.

SMILES	Shn3 3UTR inh	HTR2A ag	TRPM1 prom inh	PDI inh	H9c2 protect	Peg3 prom inh	NR2E3 ag-1	iPSC survival up	HIF-2a inh	NR2E3 ag-2	CaV13 FRET inh
COC(=O)CNC(=O)Cn1cnc2sc(C)c(S(=O)(=O)N3CCN(c4ccccc4OC)CC3)c2c1=O	5.2	4.3	-2.2	6.2	-11.5	10.5	-25.8	-0.1	13.2	3.7	-3.2
O=C(Cc1coc2cc(O)ccc12)N1CCN(S(=O)(=O)c2ccc(Br)cc2)CC1	18.7	-4.9	6.6	-3.4	-10.4	10.6	3.4	-1.4	19.1	.	-2.4
COc1ccc(-c2cc3nc(NCC4CCCCC4)n(C)c(=O)c3s2)cc1OC	8.6	-0.2	.	-53.3	12.7	21.2	5.5	5.3	-15.9	.	-5.7
Cc1ccccc1-c1cnn(-c2cccc([N+](=O)[O-])c2)c1N	-12.8	-3.0	-37.0	11.7	-0.3	-66.6	-22.1	3.7	-73.1	1.7	-5.8
O=C1NCCN1Cc1ccccc1	14.4	-0.5	0.8	-9.1	4.4	7.9	-8.8	12.1	16.7	-4.3	-5.2
CC1(CC(=O)N/N=C/c2ccc(-c3ccc(Cl)cc3)o2)OCCO1	-18.6	0.9	-21.1	17.0	-8.0	-86.7	-1.6	-0.7	-126.6	1.8	-3.6
Cc1cccc(-n2nc3c(c2NC(=O)c2ccc(Br)o2)CSC3)c1	2.4	2.5	5.8	0.5	-6.7	-2.3	-9.6	5.4	8.0	6.8	-7.2
Nc1ccc(C#Cc2ccc3oc4ccccc4c(=O)c3c2)cc1	-54.9	5.7	-52.9	1.8	3.8	-232.0	-114.6	0.0	-255.8	2.4	-5.7
COc1ccc2c(c1)CCC(C)N2C(=O)C(=O)c1c[nH]c2ccccc12 (stereo not given)	8.1	-5.4	23.6	5.7	1.0	22.0	-17.3	0.1	14.1	1.7	-5.1
O=C1SCCN1N=Cc1ccc([N+](=O)[O-])o1	-18.9	-5.1	65.8*	-7.0	9.2	-17.4	-34.0	-0.5	1.2	.	-7.4
CCOc1ccc(NC(=S)Nc2ccc(Br)cc2Cl)cc1	-8.1	1.2	-1.9	-5.5	-8.1	2.9	-17.8	-1.5	-20.3	-4.2	-1.7
O=C(Oc1ccccc1)c1c(Cl)cccc1P(=O)(O)O	4.5	4.2	-3.0	-1.5	2.3	-15.6	-6.9	7.9	-12.5	1.2	-5.2
CCCNc1c(N)n(-c2ccccc2)c(=O)[nH]c1=O	-4.8	2.4	-21.5	0.1	1.6	-7.8	-11.7	-0.7	9.8	-3.0	-5.3
CN(C)S(=O)(=O)c1cccc(NC(=O)CCCSc2ccccc2)c1	4.5	-6.2	-14.3	-1.3	1.4	-6.6	1.4	0.1	-35.9	4.7	-2.0
CNC(=S)NNC(=O)c1ccccc1F	-8.9	-2.8	-18.4	8.9	-1.3	-5.3	4.8	-2.6	4.2	-2.6	-4.7
Cc1ccc(/C=C/C(=O)Nn2cnnc2)cc1	-10.6	-2.1	8.2	-9.2	8.0	42.0	11.9	-2.2	-6.5	0.9	.
COc1cc(Br)cc2cc(C(=O)N3CCOCC3)c(=O)oc12	0.6	4.6	5.0	-1.2	16.0	7.5	-9.6	0.1	21.2	0.9	-5.0
CC(=O)Nc1cccc(NC(=O)c2c(-c3ccccc3)noc2C)c1	-1.2	3.7	-0.3	11.3	6.8	14.1	30.6	-2.3	10.0	1.3	-4.9
COc1cc(/C=N/NC(=O)CNS(=O)(=O)c2ccc(C)cc2)cc(OC)c1OC	15.9	1.8	6.2	2.6	8.0	9.6	13.2	-0.5	7.6	-2.8	-1.9
CC(C)Cc1ccc(C(C)C(=O)Nc2ncccn2)cc1 (stereo not given)	6.5	-2.6	-10.9	0.1	-11.8	7.1	24.8	-2.9	-1.8	0.9	-5.6
CC(C)c1ccc(NC(=O)c2sccc2-n2cccc2)cc1	0.5	1.7	-11.7	-2.9	-23.6	-160.9	-65.2	-0.9	-170.1	2.6	-4.6
CCCc1nnc(NC(=O)CN2CCOCC2)s1	-2.6	-1.6	-3.4	0.8	4.2	-1.3	7.6	-2.8	0.2	-2.1	-3.5
O=C(CCc1ccc(S(=O)(=O)NCc2ccccc2)cc1)NCc1cccnc1	18.5	-3.6	0.5	-3.7	-2.4	17.0	-6.4	-2.9	6.9	-1.5	-4.2
O=C(COC(=O)Cc1ccc(F)cc1)NC1CCCCC1	1.6	0.4	2.5	3.0	12.1	-13.5	-4.9	-0.3	8.5	3.4	-5.9
O=Cc1sc(=O)n(Cc2cccc(C(=O)O)c2)c1Cl	-14.3	-4.2	8.6	8.9	-0.4	0.3	-0.1	0.3	14.0	0.5	1.2
CCN1C(=O)C(=O)N(CC(=O)Nc2cc(C)ccc2C)C1=O	-7.6	-8.1	-7.8	2.7	8.8	6.2	-20.3	4.8	3.0	1.5	-6.6
Cc1nc(SCC(=O)c2ccc(F)c(F)c2)[nH]c(=O)c1Oc1ccc(F)cc1	-4.5	6.2	1.6	-2.7	-2.5	15.9	7.7	0.8	23.4	5.6	-12.8
CCc1cnc(Nc2nc(C(N)Cc3ccc(F)cc3)cs2)nc1 (stereo not given)	11.3	-3.8	.	-53.3	-1.1	19.8	19.9	-2.8	5.0	.	-5.1
COC(=O)c1ccc(Cn2c(C)c(C(=O)Nc3cccc(Oc4ccccc4)c3)sc2=O)o1	-13.5	-4.7	.	-7.8	-3.9	20.4	-14.2	0.7	-4.8	.	-9.2
CS(=O)(=O)N(CCc1ccccc1)CC(=O)Nc1ccc2c(c1)OCO2	18.4	-2.7	6.1	-5.7	-15.9	-7.5	6.2	0.5	8.7	0.2	-4.9
O=C(c1cccc(COCC(F)(F)C(F)F)c1)N1CCN(c2ccccc2)CC1	14.2	2.7	-2.3	-3.3	-4.2	-2.2	-5.3	-2.1	5.3	4.5	-6.4
Cn1nc(C(C)(C)C)cc1C(=O)NNC(=O)c1ccccc1Cl	15.8	8.3	-7.7	2.5	-9.4	13.2	4.4	-0.2	12.1	0.8	-4.2
Cc1cc(NS(=O)(=O)c2ccc(NC(=S)NCc3ccccc3)cc2)no1	1.7	4.5	2.0	1.8	9.6	12.4	-5.1	-0.9	14.1	-1.3	-6.6
CCOC(=O)c1ccc(NC(=S)NCC(O)c2ccccc2)cc1 (stereo not given)	-19.8	1.2	-15.1	-1.7	-8.7	-2.5	-12.5	0.1	-1.2	2.7	-2.5
CCOc1ccc(C2C(C#N)=C(N)N3C(=C2C#N)Sc2ccccc23)cc1 (stereo not given)	4.3	-3.1	-56.9	1.4	2.3	-0.3	-24.6	-0.2	-53.9	1.4	.
COC(=O)Cn1c(=NC(=O)CN2C(=O)CCC2=O)sc2cc(S(N)(=O)=O)ccc21	18.4	0.9	-1.9	-0.6	-1.7	-8.2	3.7	3.8	17.2	-0.3	-3.4
NC(=O)CCC(C(=O)O)N1C(=O)C2C3CCC(C3)C2C1=O (stereo not given)	-8.7	-4.3	.	6.3	7.4	-1.3	-24.6	3.2	6.4	.	-16.4
Cc1cnc(C(=O)OCC(=O)Nc2cccc(S(=O)(=O)N3CCOCC3)c2)cn1	60.4	4.2	-5.6	-0.2	4.8	0.9	-25.4	-1.6	5.0	.	-5.5
CN(CC(=O)Nc1ccc(F)c(F)c1F)C(=O)CC1OC(=O)c2ccccc21 (stereo not given)	5.9	4.5	12.3	-0.4	3.7	-9.6	-12.9	-0.2	15.4	-2.4	-6.1
O=C(NC(=S)NCc1nc2ccccc2[nH]1)c1ccc(F)cc1	-5.2	-2.2	-26.6	-0.3	15.7	-130.5	3.2	0.1	-213.4	3.7	-14.4
CCCCSc1nnc2c(n1)[nH]c1ccccc12	-45.5	2.5	-59.8	-0.4	-8.3	-261.6	-126.4	-1.6	-154.8	-0.5	-3.3
COCCn1c(-c2ccc(OC)cc2)cnc1SCC(=O)Nc1cccc2ccccc12	19.3	-2.2	4.4	-0.4	-4.2	7.8	-18.8	-1.4	5.3	0.8	-5.9
CC1=C(C(=O)OCc2ccccc2)C(c2ccco2)n2ncnc2N1 (stereo not given)	29.7	-0.6	2.2	.	-5.4	2.3	-3.5	-0.1	14.2	-5.0	-1.8
Cn1c(SCC(=O)NCc2ccccc2)nnc1C1CC1	6.8	-4.0	15.1	7.0	3.1	1.5	0.7	1.3	5.8	1.2	-4.2
O=C(COC(=O)/C=C/c1cccc(C(F)(F)F)c1)Nc1cccc2ccccc12	6.8	5.0	-4.8	-12.6	-7.3	13.9	1.4	-0.2	6.0	-2.7	-5.8
O=C(NCc1ccco1)c1ccc(Cn2cc([N+](=O)[O-])cn2)o1	9.6	-0.9	-5.3	-8.0	26.8	29.5	22.4	-0.8	28.6	-0.3	-4.7
CC1(C)Cc2cccc(OCC(=O)OCC(=O)Nc3ccc(C(N)=O)cc3)c2O1	-5.3	-0.5	3.4	15.4	5.6	-0.8	11.3	-0.1	1.4	3.2	-1.4
Cc1nn(-c2ccc(C(=O)N3CCN(S(=O)(=O)c4ccccc4C(F)(F)F)CC3)cc2)c(C)c1Cl	57.4	10.3	3.7	-10.7	-9.7	-4.7	-7.3	-0.5	13.4	-0.6	-5.1
Cc1cccc(SCC(=O)Nc2ccccc2[N+](=O)[O-])c1	16.1	-2.1	-21.2	-5.0	-10.0	-43.0	-17.1	-0.9	-46.1	-0.2	10.7
Cn1c(=O)oc2cc(S(=O)(=O)N3CCN(c4ccccc4)CC3)ccc21	4.9	5.2	4.6	6.6	-0.7	1.9	-3.0	-0.5	-15.4	-2.3	-4.0
Cc1cccc2sc(N(CCCN(C)C)C(=O)c3ccc4ncsc4c3)nc12	-51.1	-0.5	-27.4	-7.7	3.5	-81.4	-51.0	-0.5	-75.6	-0.6	-2.6
COC(=O)COc1ccc(NS(=O)(=O)c2cccc([N+](=O)[O-])c2)cc1	-49.8	-0.1	-0.4	0.8	-16.8	10.7	-12.2	1.3	7.9	4.9	5.7
CCOC(=O)c1c(S(=O)(=O)N2CCCC(C(=O)Nc3ncccc3C)C2)c(C)n(C)c1C (stereo not given)	-37.5	-2.4	-5.2	-10.1	2.0	13.0	-14.6	-0.5	5.6	-2.4	-4.9

2 records picked at random from the list so far, as already listed:
SMILES	Shn3 3UTR inh	HTR2A ag	TRPM1 prom inh	PDI inh	H9c2 protect	Peg3 prom inh	NR2E3 ag-1	iPSC survival up	HIF-2a inh	NR2E3 ag-2	CaV13 FRET inh
COC(=O)COc1ccc(NS(=O)(=O)c2cccc([N+](=O)[O-])c2)cc1	-49.8	-0.1	-0.4	0.8	-16.8	10.7	-12.2	1.3	7.9	4.9	5.7
Cc1cccc(SCC(=O)Nc2ccccc2[N+](=O)[O-])c1	16.1	-2.1	-21.2	-5.0	-10.0	-43.0	-17.1	-0.9	-46.1	-0.2	10.7

Assay outcomes as filed in PubChem BioAssay.
